# Rpn11 inh = Rpn11 (PSMD14) deubiquitinase inhibitors, primary screen, biochemical, fluorescence polarization, uHTS; 360,000 compounds, 0.59% hits; 26S proteasome non-ATPase regulatory subunit 14 (Homo sapiens), O00487; calls only at 20 µM; human 26S proteasome, Ub4-pepOG fluorescence polarization; 20S core pre-blocked with epoxomicin;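 active = inhibition at 20 µM, scaled to each plate's controls, above about 33%, limit read from the data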
# Target sequence (O00487 whole entry, looked up): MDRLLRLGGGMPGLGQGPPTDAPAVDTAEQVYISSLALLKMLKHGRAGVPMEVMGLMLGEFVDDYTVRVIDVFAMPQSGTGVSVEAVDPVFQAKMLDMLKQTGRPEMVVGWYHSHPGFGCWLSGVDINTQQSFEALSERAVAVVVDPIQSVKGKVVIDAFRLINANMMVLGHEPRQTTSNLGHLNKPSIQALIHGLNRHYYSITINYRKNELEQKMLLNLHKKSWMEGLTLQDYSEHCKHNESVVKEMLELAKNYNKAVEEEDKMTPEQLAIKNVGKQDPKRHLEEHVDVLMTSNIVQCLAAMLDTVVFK
# CSN inh = inhibitors of CSN-mediated cullin deneddylation, primary screen, biochemical, fluorescence polarization, uHTS | 360,000 compounds, 0.38% hits | COP9 signalosome complex subunit 5 (Homo sapiens), Q92905 | inhibition, % at 12.5 µM | Purified CSN, SCF-Nedd8-OG deneddylation;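 active = pattern-corrected inhibition above about 35%, with an unprinted fluorescence ratio check between 0.5 and 1.5, limit read from the data, passing the limit was not always enough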;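 note: 0% = enzyme with substrate and 100% = substrate without enzyme; some results filed as inactive read as strong as hits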
#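 Assay system: HEK293T-derived human Csn5 enzyme; quantity: 0.24 nM enzyme; medium: Tris/NaCl/DTT buffer, pH 7.5; also added: substrate SCFSkp2-Nedd8OG, 10 nM; doses: 12.5 µM compound; schedule: 90 min reaction at room temperature; signal: FP; read-out: % inhibition of substrate cleavage by Csn5; benchmarks: substrate-only high control, full reaction low control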
# Neddyl block = inhibitors of cullin neddylation, primary screen, biochemical, TR-FRET, uHTS, NAE and Ubc12; 360,000 compounds, 0.58% hits; calls only at 25 µM; in the data active = inhibition above about 36%
# SKN-1 inh = suppressors of acrylamide-induced Pgst-4::GFP reporter in worms, primary screen, SKN-1 inhibitor project, whole organism, uHTS, GFP/RFP fluorescence ratio, strain VP596. 360,000 compounds, 0.49% hits. inhibition, % at 21.8 µM. AID 624304, 2012. C. elegans VP596 Pgst-4::GFP/RFP ratio, 24 h;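 active = interference check ratio from 0.5 to 1.5 plus GFP to RFP signal ratio inhibition reaching or exceeding a fixed threshold, cut at about 30% in these data, passing the limit was not always enough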; note: some compounds called inactive have numbers as strong as hits
# MT1-MMP act inh = blockers of MT1-MMP proenzyme processing, primary screen, HT1080 RFP-PRO-GFP cells, GFP/RFP fluorescence. Matrix metalloproteinase-14 (Homo sapiens), P50281. GFP/RFP ratio fluorescence, overnight; percent of plate control window, DMSO zero. GFP/RFP ratio change, % at 20 µM. 360,000 compounds, 0.061% hits;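 active = GFP/RFP ratio change of at least 30% with cell ATP level not reduced by more than half and red fluorescence within 50% of control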; note: strong numbers were not always called active
#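 Material: RFP-PRO-GFP reporter HT1080 cells. Dosing: single-point 20 µM compound, 1% DMSO. Controls: DMSO and RFP-L50D-GFP cell wells. Timing: cells overnight before dosing, compound overnight, 37 °C, 5% CO2. Measure: GFP/RFP fluorescence ratio.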
# NadD block = inhibitors of S. aureus NadD, primary screen, biochemical, colorimetric, uHTS. inhibition, % at 20 µM. 360,000 compounds, 0.78% hits. AID 602399, 2012. purified NadD enzyme, colorimetric absorbance read-out; in the data active = inhibition above about 26%; note: some compounds past the cut are filed as inactive
# Rin1-Abl PPI inh = inhibitors of Rin1-Abl protein binding, primary screen, biochemical, TR-FRET; 360,000 compounds, 0.4% hits; AID 588664, 2011; inhibition, % at 7.35 µM; in the data active = inhibition above about 5%, passing the limit was not always enough
# PABP1 MLLE inh = inhibitors of PABP1 MLLE–PAM2 peptide binding, primary screen, biochemical, fluorescence polarization, FITC-PAM2, GST-MLLE; inhibition, % at 20 µM; Polyadenylate-binding protein 1 (Homo sapiens), P11940; 360,000 compounds, 0.36% hits; AID 588489, 2011; in the data active = inhibition above about 35%, passing the limit was not always enough;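 note: plate controls were DMSO wells with GST-MLLE for no effect and wells lacking GST-MLLE protein for full effect; some results filed as inactive read as strong as hits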
# Target sequence (P11940 whole entry, looked up): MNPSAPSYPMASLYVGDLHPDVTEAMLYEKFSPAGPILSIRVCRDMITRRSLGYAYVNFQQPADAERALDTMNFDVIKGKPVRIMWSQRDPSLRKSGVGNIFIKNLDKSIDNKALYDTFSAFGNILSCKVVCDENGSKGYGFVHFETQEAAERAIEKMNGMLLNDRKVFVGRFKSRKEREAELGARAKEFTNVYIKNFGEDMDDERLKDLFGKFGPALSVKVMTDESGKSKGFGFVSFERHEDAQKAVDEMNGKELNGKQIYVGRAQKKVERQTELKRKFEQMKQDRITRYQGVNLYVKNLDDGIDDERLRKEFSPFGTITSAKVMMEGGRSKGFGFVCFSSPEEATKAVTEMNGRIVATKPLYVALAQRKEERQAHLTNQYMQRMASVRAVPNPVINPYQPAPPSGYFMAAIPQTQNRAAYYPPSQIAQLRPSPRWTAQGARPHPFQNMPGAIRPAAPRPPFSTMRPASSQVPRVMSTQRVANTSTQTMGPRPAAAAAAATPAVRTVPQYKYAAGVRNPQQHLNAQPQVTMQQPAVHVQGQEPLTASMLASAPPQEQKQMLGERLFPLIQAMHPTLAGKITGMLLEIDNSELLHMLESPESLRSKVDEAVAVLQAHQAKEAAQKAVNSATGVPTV
# FAS TE block = FAS thioesterase domain inhibitors, primary screen, biochemical, fluorescence intensity, uHTS | 360,000 compounds, 0.67% hits | recombinant FAS-TE, OMFH fluorogenic substrate, fluorescence endpoint | AID 602261, 2012 | Fatty acid synthase (Homo sapiens), P49327 | inhibition, % at 15 µM;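 active = compounds whose normalised, plate-corrected inhibition of enzyme fluorescence in the single-dose primary screen is 50% or more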;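 note: 0% = DMSO with enzyme and 100% = substrate without enzyme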
# * hit, by the source's call; i = inactive; + = active, no number.
SMILES,Rpn11 inh,CSN inh,Neddyl block,SKN-1 inh,MT1-MMP act inh,NadD block,Rin1-Abl PPI inh,PABP1 MLLE inh,FAS TE block
O=C(NCc1nnc(SCc2ccc(F)cc2)n1-c1ccccc1)C12CC3CC(CC(C3)C1)C2,i,-11.3,i,8.4,-4.8,-0.3,0.9,4.2,21.4
COc1ccc(/C=C(\C#N)C(=O)NCCCn2ccnc2)cc1,i,0.1,i,10.3,1.9,-0.9,1.0,9.7,2.9
COc1cc(NC(C)C(=O)N2CC(C)OC(C)C2)cc(OC)c1 (stereo unspecified),i,0.1,i,24.3,2.7,1.8,3.7,1.9,-4.8
COC(=O)c1ccccc1NC(=O)c1cnn2c(C)cc(C)nc12,i,-3.5,i,7.6,-2.8,-6.2,-3.9,-2.5,3.5
Cc1cccc(NC(=S)N(CCN(C)C)C(C)c2ccco2)c1 (stereo unspecified),i,-2.0,i,9.0,4.5,6.0,-2.2,25.5,-0.9
CC1(C)CC(=O)c2cnc(NCC3CCCO3)nc2C1 (stereo unspecified),i,3.4,i,1.9,0.9,0.7,-0.9,4.9,3.0
COc1ccccc1OCCNC(=O)CC(NC(C)=O)c1ccccc1 (stereo unspecified),i,-1.0,i,4.3,-0.6,3.1,-0.5,12.5,-5.0
CC(C)OC(=O)CSc1nnc(C2CCCCC2)n1N,i,-2.2,i,-4.6,0.2,-6.2,-1.9,24.4,-5.4
CCCOc1ccccc1-n1sc2c(c1=S)-c1cc(OC)cc3c1N(C(=O)C3=O)C2(C)C,i,0.0,i,-8.2,1.5,17.5,-1.9,-6.4,0.5
CCCCNc1cc(C)nc(NCc2ccccc2)n1,i,0.6,i,6.8,-9.9,-7.2,2.3,-7.7,-24.3
CC1(C)C[C@H]2C3=CCC4[C@@]5(C)CC[C@H](O)[C@](C)(CO)C5CC[C@@]4(C)[C@]3(C)C[C@H]3O[C@@H]1[C@H](O)[C@]32CO (stereo partly specified),i,-3.7,i,8.5,-0.7,1.0,0.3,-5.2,0.0
COC(=O)c1cc(OC)c(OC)cc1NC(=O)CSCc1c(C)noc1C,i,2.2,i,18.5,2.3,-8.5,3.1,-9.1,13.2

# Record cards (already shown). Values in the order: Rpn11 inh | CSN inh | Neddyl block | SKN-1 inh | MT1-MMP act inh | NadD block | Rin1-Abl PPI inh | PABP1 MLLE inh | FAS TE block
# Shown for `CCCCNc1cc(C)nc(NCc2ccccc2)n1` → i | 0.6 | i | 6.8 | -9.9 | -7.2 | 2.3 | -7.7 | -24.3
# Shown for `CCCOc1ccccc1-n1sc2c(c1=S)-c1cc(OC)cc3c1N(C(=O)C3=O)C2(C)C` → i | 0.0 | i | -8.2 | 1.5 | 17.5 | -1.9 | -6.4 | 0.5
# Shown for `CC1(C)C[C@H]2C3=CCC4[C@@]5(C)CC[C@H](O)[C@](C)(CO)C5CC[C@@]4(C)[C@]3(C)C[C@H]3O[C@@H]1[C@H](O)[C@]32CO` (stereo partly specified) → i | -3.7 | i | 8.5 | -0.7 | 1.0 | 0.3 | -5.2 | 0.0
# Shown for `COc1cc(NC(C)C(=O)N2CC(C)OC(C)C2)cc(OC)c1` (stereo unspecified) → i | 0.1 | i | 24.3 | 2.7 | 1.8 | 3.7 | 1.9 | -4.8
# Shown for `COc1ccc(/C=C(\C#N)C(=O)NCCCn2ccnc2)cc1` → i | 0.1 | i | 10.3 | 1.9 | -0.9 | 1.0 | 9.7 | 2.9

# Continuation.
SMILES,Rpn11 inh,CSN inh,Neddyl block,SKN-1 inh,MT1-MMP act inh,NadD block,Rin1-Abl PPI inh,PABP1 MLLE inh,FAS TE block
CC1CCN(CCCCOc2ccc(Br)cc2)CC1,i,-1.8,i,14.3,5.3,-4.0,-0.7,-7.9,-7.3
CNc1ncnc2c1ncn2[C@@H]1O[C@H](CO)[C@@H](O)[C@H]1O,i,3.3,i,4.3,3.0,0.3,-1.8,9.3,-2.3
CSc1ncccc1C(=O)NNc1cc(Cl)ccc1Cl,i,0.4,i,4.8,2.3,-1.9,4.6,-75.5,-1.6
COc1ccccc1-n1c(C)cc(/C=C2/C(=N)N3C(=NC2=O)SN=C3S(C)(=O)=O)c1C,i,0.8,+,4.0,-1.6,8.9,-0.5,-9.4,1.2
COc1ccc(NS(=O)(=O)c2cccc(C(=O)NNC(=O)c3ccc(=O)[nH]c3)c2)cc1,i,2.4,i,-1.9,0.3,-2.1,2.4,1.4,-5.8
CN(Cc1ccccc1)C(=O)c1ccc(NC(=O)C2=CSCCO2)cc1,i,-0.2,i,-4.2,5.4,0.7,3.0,-7.5,-7.2
Cc1nnc(NC(=O)CSc2nccn2Cc2ccc(F)cc2)s1,i,1.7,i,-19.0,3.4,0.8,-4.4,-4.5,-8.9
O=c1[nH]c(N/N=C/c2ccc(O)cc2)nc2ccccc12,i,-3.5,i,2.0,0.2,4.4,-3.5,-46.9,-6.7
O=C(Nc1c(Cl)cc(Cl)cc1C(=O)NCc1cccnc1)c1ccc(Cl)cc1Cl,i,5.4,i,13.3,2.2,2.4,-2.8,-9.3,-0.5
O=C(Nc1cccc(-n2cnnn2)c1)c1ccoc1COc1ccc(Cl)cc1,i,2.3,i,8.4,6.6,-7.2,0.8,-2.8,35.7
COC(=O)c1ccc(/C=C2\SC(=S)N(CCCC(=O)N3CCOCC3)C2=O)cc1,i,-1.7,i,1.3,4.3,-0.6,3.0,8.6,-2.6
Cc1ccc(C)c(-n2c(Cc3cc(=O)[nH]c(=O)[nH]3)nnc2SCC(=O)NCC2CCCO2)c1 (stereo unspecified),i,0.2,i,1.3,0.6,2.4,0.0,13.2,-2.9
Cc1cc(OCC(=O)N(Cc2cccs2)C2CCS(=O)(=O)C2)ccc1Cl (stereo unspecified),i,1.9,i,4.4,3.7,-3.0,0.8,9.5,15.9
COc1ccc(F)cc1S(=O)(=O)Nc1cc2c3c(c1)CCN3C(=O)CC2,i,1.1,i,2.7,2.3,-4.1,4.7,-9.7,2.2
S=c1nc(-c2ccc(Cl)cc2)[nH][nH]1,i,2.4,i,-9.3,4.2,1.9,0.2,20.9,-3.4
C/C(Cl)=C/Cn1c(=O)c2c(nc(Br)n2Cc2ccccc2)n(C)c1=O,i,-1.0,i,1.1,-5.3,-8.6,-1.6,2.2,16.6
O=C(Oc1ccc(C(=S)N2CCOCC2)cc1)c1cccc(Cl)c1,i,-4.7,i,-20.0,-3.5,-11.0,-1.2,28.6,18.0
O=c1[nH]c(CN2CCCCC2)ccc1O,i,2.2,i,22.3,-5.6,1.1,17.6*,45.0*,-6.0
CC(C)(C)NC(=O)C(c1ccc(O)cc1)N(Cc1ccccc1)C(=O)CCC(=O)Nc1nccs1 (stereo unspecified),i,-0.5,i,5.0,-0.4,-11.4,0.5,11.2,-2.0
CC(/C=C/c1ccco1)=N\NC(=O)c1cccc(Cl)c1,i,3.4,i,1.4,5.2,4.7,-0.3,-1.5,-1.7
CCSc1ccc([C@@H]2[C@@H]3C(=O)N(CC)C(=O)[C@@H]3[C@]3(C(=O)OC)CCCCN23)cc1,i,-1.8,i,7.3,-1.2,-5.0,-0.6,-4.2,16.0
O=C(O)/C=C/C(=O)N(CC1CCCO1)C1CC(=O)N(c2c(Cl)cccc2Cl)C1=O (stereo unspecified),i,-0.7,i,-6.8,-2.0,-3.0,-2.3,8.1,-5.6
COCCNC(=O)CN(C(=O)Cn1nnc2ccccc21)c1cc(C)cc(C)c1,i,4.4,i,0.7,2.1,1.1,-0.9,-7.4,-2.8
O=S(=O)(c1ccc2c(c1)OCCO2)N1CCN(c2cccc(Cl)c2)CC1,i,0.5,i,0.2,-0.6,-8.4,-1.0,-6.8,21.9
CC(C)(C)c1ccc(C(CC(=O)O)NS(=O)(=O)Cc2ccccc2)cc1 (stereo unspecified),i,22.6,i,-1.5,1.0,1.5,-0.7,10.9,-5.8
CCn1c(C(=O)O)c(S(=O)(=O)c2ccc(Cl)cc2)c2ccccc21,i,2.1,i,15.8,-1.3,-6.1,0.6,3.7,-7.5
CC1=C(C(=O)N(C(C)C)C(C)C)CC(CC(=O)NCCN2CCOCC2)C(=O)N1Cc1ccccc1 (stereo unspecified),i,-1.2,i,8.4,-0.1,2.6,-1.4,-3.7,-7.6
Cc1cc2cc(NC(=O)c3ccco3)ccc2[nH]1,i,7.7,i,18.2,3.9,9.9,-5.3,3.5,-4.3
O=C(Nc1nc2ccccc2s1)C1CCN(S(=O)(=O)c2cc([N+](=O)[O-])ccc2Cl)CC1,i,11.4,i,-10.6,1.4,25.4,1.9,0.8,32.0
O=C(c1ccco1)N1CCN(S(=O)(=O)c2ccc(Br)s2)CC1,i,5.8,i,12.2,-5.6,9.8,-1.0,11.7,-2.2
COc1cc2c(cc1OC)C(c1cc(OC)c(OC)c(OC)c1)C1(O)C(=O)OCC1(O)C2 (stereo unspecified),i,0.8,i,-3.5,7.1,3.9,3.4,16.3,-5.5
COc1cc(OC)c(OC)cc1CN1CCSCC1,i,1.9,i,27.6,-0.4,-0.3,2.4,3.8,-8.2
COC(=O)c1c(C(=O)OC)c2cc(C)ccn2c1Cl,i,0.8,i,11.1,-1.0,-7.4,-5.3,-1.7,-0.1
CC1CCCC(NC(=O)COC(=O)CCC(=O)c2cccs2)C1C (stereo unspecified),i,-0.8,i,6.3,3.4,-0.3,-0.2,-10.3,6.1
CC(=O)N(c1ccc(C)cc1)S(=O)(=O)c1ccc(Cl)cc1,i,-3.4,i,-0.9,-0.7,-3.1,-0.4,-4.2,8.5
Cc1cnc(C(=O)Oc2cccc(Cl)c2Cl)cn1,i,2.2,i,-26.7,-0.3,-1.6,0.8,12.9,-2.0
O=C(NCc1cccs1)C1CCCN1C(=O)Nc1ccc(F)cc1 (stereo unspecified),i,5.6,i,-21.8,-1.7,-5.3,-0.1,8.9,-2.3
CCc1ccc(C(=O)COC(=O)c2cncc(Br)c2)cc1,i,-7.4,i,-6.3,-5.2,-3.1,-0.2,-9.0,7.4
O=C(Nc1cnccn1)c1ccc(Cl)cc1,i,-1.5,i,-0.1,-7.0,0.2,4.2,0.4,-3.9
COc1ccc2cc(C)c3nnc(SCC(=O)Nc4cc(OC)c(OC)cc4C(=O)O)n3c2c1,i,5.5,i,-2.4,1.7,0.3,-0.8,-33.3,-10.1
COc1cc(NC(=S)NC(=O)c2c(OC)cccc2OC)ccc1NC(=O)c1cccs1,i,-2.0,i,-14.9,0.7,11.4,3.7,16.0,7.7
O=C(Nc1ccc2c(c1)OCO2)c1cc(C2CCCCN2S(=O)(=O)c2cccs2)on1 (stereo unspecified),i,0.1,i,26.1,-1.4,-8.5,-0.8,-1.9,23.1
Nc1nnc(-c2cccc(F)c2)s1,i,3.3,i,16.2,2.0,-12.0,0.1,9.2,-5.1
CCCCNC(=O)C1(C)CCN1C(=O)c1ccc(C(F)(F)F)nc1C (stereo unspecified),i,-4.7,i,12.3,-4.0,2.8,1.4,9.7,-8.6
CCCCCCCCCCCCCCCC[n+]1ccc(/C=N/O)cc1,+,4.9,i,42.9*,-38.9,19.6,-4.1,3.7,-156.2
